PAFAH2 inh: PAFAH2 enzyme inhibitors, primary screen, biochemical, fluorescence polarization, human; Platelet-activating factor acetylhydrolase 2, cytoplasmic (Homo sapiens), Q99487; recombinant PAFAH2, FP-rhodamine activity probe; inhibition, % at 3.39 µM; hit rate 0.99% among 340,000; AID 492956, 2010;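 active means inhibition above the mean over all tested compounds plus 3 SD, cut at about 30% in these data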;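 further: inhibitors block probe labeling of enzyme so polarization drops; 0% = enzyme with DMSO and 100% = wells lacking PAFAH2 protein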
pPAFAH FP inh: pPAFAH enzyme inhibitors, primary screen, biochemical, fluorescence polarization, human | inhibition, % at 3.39 µM | AID 463082, 2010 | hit rate 1.5% among 330,000 | recombinant pPAFAH, FP-rhodamine probe fluorescence polarization | Platelet-activating factor acetylhydrolase (Homo sapiens), Q13093;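 active means inhibition above the mean inhibition across the screen plus 3 SD, cut at about 25% in these data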;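 further: inhibitors block binding of the rhodamine activity-based probe so polarization drops; 0% = enzyme with DMSO and 100% = wells lacking pPAFAH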
PME-1 primary: PME-1 inhibitors via competitive probe labeling, primary screen, biochemical, fluorescence polarization, FP-Rh probe, HTS; hit rate 0.53% among 320,000; recombinant PME-1; Protein phosphatase methylesterase 1 (Homo sapiens), Q9Y570; inhibition, % at 5.9 µM;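 active means inhibition above the campaign mean of all compounds plus 3 SD, cut at about 26% in these data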;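 further: competitive labeling of PME-1 active site by serine hydrolase directed probe; 0% = PME-1 with DMSO and 100% = wells lacking PME-1 enzyme; inhibitors block probe labeling so polarization falls and inhibition rises; many of its hits are not listed in these tables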
Target sequence (Q9Y570 whole entry, looked up): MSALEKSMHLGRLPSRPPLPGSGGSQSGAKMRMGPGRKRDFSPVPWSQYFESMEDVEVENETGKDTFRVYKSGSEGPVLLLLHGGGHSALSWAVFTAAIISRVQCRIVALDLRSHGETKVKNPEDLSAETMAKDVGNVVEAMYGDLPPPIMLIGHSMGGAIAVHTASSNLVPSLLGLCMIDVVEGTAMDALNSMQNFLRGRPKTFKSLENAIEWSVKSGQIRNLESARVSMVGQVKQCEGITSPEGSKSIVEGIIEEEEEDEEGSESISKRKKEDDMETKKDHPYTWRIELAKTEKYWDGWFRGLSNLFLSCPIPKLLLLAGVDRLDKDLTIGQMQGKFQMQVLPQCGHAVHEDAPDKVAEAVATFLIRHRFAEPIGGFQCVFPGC
PAFAH1B2 inh: PAFAH1B2 enzyme inhibitors, primary screen, biochemical, fluorescence polarization, human; hit rate 1.2% among 340,000; recombinant PAFAH1B2, FP-rhodamine activity probe; AID 492953, 2010; inhibition, % at 3.39 µM; Platelet-activating factor acetylhydrolase IB subunit alpha2 (Homo sapiens), P68402;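 active means inhibition above the mean of all tested compounds plus 3 SD, cut at about 24% in these data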;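 further: 0% = enzyme with DMSO and 100% = wells lacking PAFAH1B2; many of its hits are not listed in these tables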
PAFAH1B3 FP inh: PAFAH1B3 enzyme inhibitors, primary screen, biochemical, fluorescence polarization, human | Platelet-activating factor acetylhydrolase IB subunit alpha1 (Homo sapiens), Q15102 | hit rate 0.28% among 340,000 | inhibition, % at 3.39 µM | recombinant PAFAH1B3, FP-rhodamine probe;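 active means inhibition above the screen-wide average of all tested compounds plus 3 SD, cut at about 25% in these data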;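 further: 0% = enzyme with DMSO only and 100% = wells lacking PAFAH1B3 protein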
Target sequence (Q15102 whole entry, looked up): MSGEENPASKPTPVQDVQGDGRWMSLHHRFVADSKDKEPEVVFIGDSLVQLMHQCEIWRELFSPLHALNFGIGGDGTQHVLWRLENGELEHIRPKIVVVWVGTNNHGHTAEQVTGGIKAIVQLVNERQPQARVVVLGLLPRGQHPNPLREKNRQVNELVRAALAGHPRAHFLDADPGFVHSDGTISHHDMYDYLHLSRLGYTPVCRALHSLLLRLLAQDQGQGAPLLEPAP
GSTO1 inh: inhibitors of recombinant GSTO1, primary screen, counter-screen for RBBP9 inhibitor project, biochemical, fluorescence polarization | Glutathione S-transferase omega-1 (Homo sapiens), P78417 | activity-based probe fluorescence polarization | inhibition, % at 5.96 µM | hit rate 1.1% among 300,000 | AID 1974, 2009;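 active means inhibition above the campaign mean inhibition plus 3 SD, cut at about 35% in these data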;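 further: 0% = GSTO1-1 with DMSO and 100% = wells lacking GSTO1-1 enzyme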
LYPLA2 inh: LYPLA2 inhibitors, primary screen, counter-screen for PME1 inhibitor project, biochemical, fluorescence polarization, FP-Rh probe ABPP; recombinant LYPLA2; inhibition, % at 5.9 µM; hit rate 0.38% among 320,000;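 active means inhibition above the screen-wide mean plus 3 SD, limit set per campaign, cut at about 26% in these data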;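 further: 0% = LYPLA2 with DMSO and 100% = wells lacking LYPLA2 enzyme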
Target sequence (O95372 whole entry, looked up): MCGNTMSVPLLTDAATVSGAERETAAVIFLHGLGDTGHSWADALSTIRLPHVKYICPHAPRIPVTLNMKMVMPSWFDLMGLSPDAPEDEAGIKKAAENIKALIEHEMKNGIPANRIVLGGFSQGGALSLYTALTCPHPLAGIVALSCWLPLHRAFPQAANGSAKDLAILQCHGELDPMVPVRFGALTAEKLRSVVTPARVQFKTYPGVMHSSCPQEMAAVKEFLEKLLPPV
PAD4 inh: human PAD4 inhibitors, primary screen, biochemical, fluorescence polarization, 1536-well format; Protein-arginine deiminase type-4 (Homo sapiens), Q9UM07; recombinant PAD4, RCA probe fluorescence polarization; inhibition, % at 6.36 µM; hit rate 0.41% among 330,000; AID 485272, 2010;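 active means percent inhibition above a cutoff equal to the mean of all tested compounds plus 3 SD, cut at about 15% in these data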;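 further: 0% = PAD4 with RCA probe and DMSO and 100% = probe without PAD4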
LYPLA1 counter: LYPLA1 inhibitors, primary screen, counter-screen for PME1 inhibitor project, biochemical, fluorescence polarization, FP-Rh probe ABPP | Acyl-protein thioesterase 1 (Homo sapiens), O75608 | recombinant LYPLA1 | inhibition, % at 5.9 µM | hit rate 0.16% among 320,000 | AID 2174, 2009;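 active means inhibition above the mean of all tested compounds plus 3 SD, set per campaign, cut at about 14% in these data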;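 further: inhibitors block serine hydrolase probe labeling of LYPLA1 so polarization falls; 0% = enzyme with DMSO and 100% = wells lacking LYPLA1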
Target sequence (O75608 whole entry, looked up): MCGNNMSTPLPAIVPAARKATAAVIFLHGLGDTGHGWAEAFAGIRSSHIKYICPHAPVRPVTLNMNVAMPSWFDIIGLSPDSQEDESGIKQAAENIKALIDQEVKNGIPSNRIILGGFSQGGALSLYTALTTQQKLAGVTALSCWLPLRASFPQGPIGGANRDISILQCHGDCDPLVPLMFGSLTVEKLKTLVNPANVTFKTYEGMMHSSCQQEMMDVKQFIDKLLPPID
The depositor's hits bear a star; / = no result given.

SMILES	PAFAH2 inh	pPAFAH FP inh	PME-1 primary	PAFAH1B2 inh	PAFAH1B3 FP inh	GSTO1 inh	LYPLA2 inh	PAD4 inh	LYPLA1 counter
COc1ccc2oc(C(=O)c3ccccc3)c(N)c2c1	/	6	4	/	/	-1	-8	2	0
CCOc1ccc(-n2c(C)c(C(=O)O)c3cc(OC)ccc32)cc1	6	7	7	1	4	8	4	1	-1
CCOc1cc(C2c3c(n[nH]c3C)C(=O)N2c2ccc(Br)cc2)ccc1O (configuration not stated)	5	-3	1	1	5	-35	-1	-2	1
C/C(=C\C(=O)c1ccc(Br)cc1)NCc1ccc2c(c1)OCO2	-1	9	-4	1	3	7	-3	2	-5
COc1ccc(-c2cc(C(=O)NN)[nH]n2)cc1	-5	-7	-10	0	4	-1	-7	0	-6
O=C(CCc1nc(-c2ccccc2Cl)no1)NCc1ccco1	2	4	-3	2	5	-3	-2	-7	-1
Cc1nn(Cc2cccc(C(=O)Nc3ccn(Cc4ccccc4)n3)c2)c(C)c1[N+](=O)[O-]	-6	-2	-1	-4	0	1	-4	-7	-6
CN(C)c1nc2c(c(=O)[nH]c(=O)n2C)n1Cc1ccc(F)cc1	4	8	-2	0	8	3	4	1	3
Cc1cc(C)c(NC(=O)COc2ccccc2C(=O)Nc2ccc3c(c2)oc2ccccc23)c(C)c1	5	-2	-4	3	6	8	-5	-2	-2
COc1ccc(C(=O)c2c(-c3ccc(OC)cc3)oc3ccc(-c4cc(OC)c(OC)c(OC)c4)cc23)cc1	-6	-9	0	6	-1	-1	1	1	-2
CCN(c1ccccc1)S(=O)(=O)c1ccc(C(=O)NNC(=O)c2ccccc2F)cc1	6	-1	5	6	8	/	-5	16*	-5
CN1c2ccc([N+](=O)[O-])cc2C(C)(C)C12C=Cc1cc(C(=O)O)ccc1O2 (configuration not stated)	1	9	9	-2	-4	8	9	-4	-1
COc1ccc(CCC2CCNCC2)cc1	-3	5	-4	6	1	-5	1	-8	2
O=C(NN1C(=O)C2C(C1=O)C1C=CC2C12CC2)c1ccc(Cl)cc1 (configuration not stated)	-1	9	1	3	-1	-1	0	0	-4
CC(=O)NC(Cc1ccc(C(C)C)cc1)C(=O)NC1CCN(c2nc(C)cc(C)n2)CC1 (configuration not stated)	-6	4	0	6	9	6	1	-1	-2
CC(NC(=O)COc1ccccc1)C(=O)N1CCN(c2ccccc2)CC1 (configuration not stated)	-1	0	-3	6	9	/	0	-1	3
COc1ccc(NC(=S)NNC(=O)Cn2nc(C(F)F)cc2C(F)F)cc1	-12	2	0	1	-2	0	1	0	-1
COc1ccc(OC)c2[nH]c(=O)c(CCNC(=O)C(=O)c3c[nH]c4ccccc34)cc12	-1	2	-1	0	2	2	-4	-4	-5
O=C(CSc1nc2ccccc2c(=O)n1-c1ccccc1)N1CCc2ccccc2C1	11	3	-3	4	3	0	-3	0	-3
Nc1cc(OC(=O)c2ccc(F)cc2)nn1S(=O)(=O)c1ccc(F)cc1	2	3	-1	9	1	3	-1	1	4
COc1ccc(NS(=O)(=O)c2cccc(C(=O)NNC(=O)COc3ccccc3)c2)cc1	-2	18	0	-3	3	4	-5	-9	-6
CSCCCN1CC[C@@H](N2CCN(c3ccccc3F)CC2)[C@H](O)C1	0	-4	-3	5	5	3	7	-1	1
CCc1ccc(C(=O)COC(=O)CCc2nc3ccccc3c(=O)[nH]2)cc1	3	4	-6	6	-4	5	5	0	0
COc1ccc2sc(C)[n+](C)c2c1	-6	6	-1	6	7	8	1	9	0
CCc1ccc(-c2cc3c(=O)n(CC(=O)NCc4ccccc4F)ncn3n2)cc1	13	5	4	2	7	-8	6	-2	-2
COc1ccc(C(=O)CSc2nnc(-c3ccco3)n2CC2CCCO2)cc1 (configuration not stated)	-3	2	1	9	-5	15	2	-1	1
COCCNC(=O)C(c1ccc(Cl)cc1)N(CCOC)C(=O)CCC(=O)Nc1nccs1 (configuration not stated)	-3	2	-2	0	-8	7	-4	0	3
OCCNC(=S)Nc1ccc(Cl)c(Cl)c1	3	-3	-6	2	10	4	2	2	-2
CCN(CC(=O)Nc1ccc(NC(C)=O)cc1)C(=O)c1cccc(S(=O)(=O)N2c3ccccc3CC2C)c1 (configuration not stated)	-6	8	6	1	2	3	6	0	2
Nc1nonc1C(=O)NCCNc1ccc([N+](=O)[O-])cn1	-2	1	4	1	5	2	-1	-2	-1
O=C(c1ccc(N2CN(C(=O)c3ccco3)c3nc4ccccc4nc32)cc1)N1CCOCC1	-3	4	-2	-6	0	2	7	-7	1
CC(C)(C)c1ccc(S(=O)(=O)NCC(=O)N2CCN(C(=O)c3ccco3)CC2)cc1	-4	3	-1	7	14	2	1	1	-1
CCCc1nnc(SCC(=O)Nc2nccs2)o1	6	3	-2	1	7	-1	-1	-1	0
CCN(CC(=O)Nc1ccc(OC)cc1)C(=O)c1cc2c(s1)CCCCC2	9	0	-3	-3	-9	-2	-1	-3	1
COC(=O)c1ccc(NC(=O)CSc2nnnn2C2CCCCC2)cc1	1	0	-5	3	1	0	3	-5	-3
Cc1cc(=O)[nH]c(SCC(=O)Nc2nc(-c3ccccc3)c(-c3ccccc3)o2)n1	3	6	5	5	12	0	0	0	1
Cn1nc(-c2ccc3c(c2)OCCO3)c2ccccc2c1=O	3	6	0	-1	-2	-6	-5	-3	-4
CCOCCc1c(O)nc(SCC(=O)NCc2ccco2)[nH]c1=O	2	0	-5	-1	13	11	0	3	-3
Cn1cccc1C(C#N)(CC#N)c1cccc(F)c1C#N (configuration not stated)	1	1	-1	5	0	9	6	0	1
CCCCC(CC)CO (configuration not stated)	5	1	/	1	5	/	/	-2	/
O=C(NCc1ccc(F)cc1)C(=O)c1cn(CC(=O)N2CCCC2)c2ccccc12	-3	-1	8	7	3	-7	0	0	-2
Cc1c(/C=N/NC(=O)c2cccnc2)cc(C#N)n1C	-3	1	-4	-1	3	10	9	-1	1
CC1CCc2c(sc3ncnc(NCCN4CCOCC4)c23)C1 (configuration not stated)	8	-1	2	1	1	4	4	2	-1
CC(=O)OC(C(=O)NCCc1ccccc1)c1cccnc1 (configuration not stated)	3	4	2	5	-2	3	7	1	6
CCC(C)Oc1cc(-c2ccnc(Nc3cccc(Cl)c3)n2)ccn1 (configuration not stated)	-10	3	-11	-10	2	4	-16	1	-9
Cc1cccc(NC(=O)CCNS(=O)(=O)c2cccc3nonc23)c1	0	2	-1	4	0	13	-3	2	2
COc1ccc(CN(C)C(=O)c2ccc(COc3ccccc3)cc2)c(OC)c1	3	2	0	1	5	-8	7	-9	-2
COc1ccc(-c2nc(C#N)c(N3CCN(C(=O)c4ccco4)CC3)o2)cc1OC	-11	3	5	0	6	3	1	1	-1
S=C(NCCCNC(=S)Nc1ccccc1)Nc1ccccc1	1	2	-5	-1	-5	0	5	-2	-3
CCOC(=O)N1CCC(NC(=O)c2ccc(CS(=O)(=O)c3c(Cl)cccc3Cl)o2)CC1	-5	-3	8	1	10	8	-7	1	-1
O=C(C1CCCCN1S(=O)(=O)c1ccccc1)N1CCN(C(c2ccccc2)c2ccccc2)CC1 (configuration not stated)	2	4	0	5	-3	3	-2	-5	-1
O=C(Nc1ccc(S(=O)(=O)N2CCOCC2)cc1)c1ccc(CN2CCc3ccccc3C2)cc1	/	4	-13	/	/	-15	-10	2	-18
O=C(COc1ccc2ccccc2c1)N1CCN(c2ccccc2)CC1	3	5	2	-6	1	2	2	-2	4
CC(C)c1ccc(NC(=O)NCc2ccc3c(c2)OCO3)cc1	3	-10	3	-3	-2	1	6	-2	-1
CCOC(=O)Cn1nnnc1C(CC)N(Cc1cc2ccc(C)cc2[nH]c1=O)C1CCCC1 (configuration not stated)	-2	-5	0	-2	11	-5	-3	-8	0
Cc1ccc2[nH]c(O)c(N=NC(=O)c3ccc(NS(=O)(=O)c4cccs4)cc3)c2c1	0	26*	52*	26*	10	-9	-12	-5	-4
COc1ccc(NC(=O)N2CCC(O)(c3cccnc3)CC2)c(OC)c1	-20	1	0	1	0	5	7	-1	0
CCOc1ccc2oc(C(=O)N(CC)CC(=O)Nc3c(F)cccc3F)c(C)c2c1	5	13	0	-7	-3	3	2	4	1
Cc1noc(C)c1NC(=O)N(C)C[C@@H]1Oc2ccc(NC(=O)CCC(F)(F)F)cc2CC(=O)N([C@@H](C)CO)C[C@@H]1C	-1	2	/	3	4	/	/	5	/
O=C(CCN1C(=O)[C@@H]2Cc3ccccc3CN2C1=O)NCc1ccccc1	4	4	0	6	6	11	5	3	2
(listing goes on)
SMILES	PAFAH2 inh	pPAFAH FP inh	PME-1 primary	PAFAH1B2 inh	PAFAH1B3 FP inh	GSTO1 inh	LYPLA2 inh	PAD4 inh	LYPLA1 counter
Cc1ccc(NC(=O)CSCC(=O)NNC(=O)c2ccoc2C)cc1	2	-1	3	-1	-1	-1	4	1	0
C/C(=N\Nc1ccc(Cl)cc1)c1ccncc1	8	15	11	8	7	3	-1	0	4
O=C(O)CCc1nn2cc(-c3ccccc3)nc2[nH]c1=O	-19	1	1	4	2	4	6	-4	3
CC12CCC(=O)N1C(C(=O)N1CCN(c3cccc(Cl)c3)CC1)CS2 (configuration not stated)	3	7	-2	2	-2	/	-1	3	1
COCCNC(=O)CN(CC1CCCO1)C(=O)CCC(=O)Nc1ccccn1 (configuration not stated)	-1	4	3	0	6	3	2	-2	5
CSCCC1NC(=O)N(C(C)C(=O)Nc2cc(Cl)cc(Cl)c2)C1=O (configuration not stated)	-4	5	-1	-3	-5	5	-7	6	-2
O=C1NCCN1C(=O)c1ccco1	6	4	-5	3	10	-4	-1	4	-2
COc1ccccc1C1CCCN1Cc1nc(-c2cc3c(cc2Cl)OCO3)oc1C (configuration not stated)	1	-2	-2	-1	3	2	3	-5	8
CCN(CC)C(=O)c1sc(NC(=O)c2ccc3c(c2)OCO3)c(C#N)c1C	9	2	-3	1	6	5	8	-2	2
COc1ccc(N2CCN(S(=O)(=O)c3ccc(-c4cc(C)no4)s3)CC2)cc1	5	-2	3	3	-1	-4	-3	1	2
CCc1c(O)nc(SCC(=O)Nc2ccccc2C)[nH]c1=O	11	0	-1	2	5	13	4	8	-1
CCOC(=O)c1nc(-c2ccc(OC)c(OC)c2)no1	-2	-2	-8	1	3	0	-3	-1	-1
OCCNc1nc(Nc2ccccc2)nc2ccccc12	7	-1	-2	1	-1	0	4	8	2

Compound profiles, as listed above. Values in the order: PAFAH2 inh	pPAFAH FP inh	PME-1 primary	PAFAH1B2 inh	PAFAH1B3 FP inh	GSTO1 inh	LYPLA2 inh	PAD4 inh	LYPLA1 counter
OCCNc1nc(Nc2ccccc2)nc2ccccc12 is entered as 7	-1	-2	1	-1	0	4	8	2
O=C1NCCN1C(=O)c1ccco1 is entered as 6	4	-5	3	10	-4	-1	4	-2

Compound activity from PubChem.

An excerpt; the hit share may differ from the screen's.
